# IL2 activator = qHTS of IL-2 Activators; activation, % (series mostly up to about 46 µM); 360,000 tested, 0.065% active; AID 652025, 2013; IL-2 activation reporter assay, cell-based qHTS; stimulated with anti-CD3/CD4/CD28 beads; in transgenic mouse T cells; in the data active = activation above about 50%; inconclusive = mostly about 30% to 49%; also: 0% is about no effect
#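 Readout is EGFP and DsRed signal by fluorescent plate cytometry after 18 h at 37 degrees C. Transgenic mouse T cells (750/well) received compound for 60 min before bead stimulation (anti-CD3, anti-CD4, anti-CD28); memory T cells served as non-tolerant control.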
# PLK1 PBD inh = qHTS for Inhibitors of PLK1-PDB (polo-like kinase 1 - polo-box domain): Primary Screen; Potency, µM, for the others: max response, negative = inhibition, usual class: inhibitors; Plk1 PBD binding of FITC phosphopeptide, fluorescence polarization; Serine/threonine-protein kinase PLK1 (Homo sapiens), P53350; 360,000 tested, 2.8% active; also: potency is read from the fitted curve at half-maximal effect; series mostly up to about 57 µM; % is scaled to controls: 0 for no effect and ±100 for the full control effect; nearly all actives have a fitted effect of over 65% in size
# Target sequence (P53350 whole entry, looked up, the tested form may be a part): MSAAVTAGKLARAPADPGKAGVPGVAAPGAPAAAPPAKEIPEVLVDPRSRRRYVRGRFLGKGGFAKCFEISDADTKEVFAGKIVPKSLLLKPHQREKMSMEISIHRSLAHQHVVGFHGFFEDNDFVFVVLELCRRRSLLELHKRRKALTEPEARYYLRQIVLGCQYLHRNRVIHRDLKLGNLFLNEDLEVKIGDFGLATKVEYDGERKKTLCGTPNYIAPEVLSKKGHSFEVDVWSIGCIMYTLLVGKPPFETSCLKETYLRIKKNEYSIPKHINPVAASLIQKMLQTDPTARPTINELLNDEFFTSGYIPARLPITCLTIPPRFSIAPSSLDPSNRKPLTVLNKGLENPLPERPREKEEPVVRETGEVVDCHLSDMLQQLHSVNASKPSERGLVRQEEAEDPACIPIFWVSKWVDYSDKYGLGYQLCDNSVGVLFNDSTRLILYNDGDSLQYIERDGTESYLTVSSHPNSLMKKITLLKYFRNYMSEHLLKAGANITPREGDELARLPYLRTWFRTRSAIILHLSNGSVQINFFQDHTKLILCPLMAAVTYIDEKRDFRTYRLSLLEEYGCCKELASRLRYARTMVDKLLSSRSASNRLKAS
# FUS suppressor = qHTS for Suppressors of FUS Proteinopathy: Primary screen using FUS-linked yeast assay; 390,000 tested, 0.24% active; S. cerevisiae FUS-expressing, growth rescue, OD600, 24 h; Potency, µM (top dose mostly 76.6 µM), inactives show at the top dose growth rescue (activation), most hits filed as activators; AID 1347120, 2019;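 also: potency is read from the fitted curve at half-maximal effect; plate controls were DMSO vehicle for no effect and reference control for full effect; nearly all actives have a fitted effect of over 55% in size; some results filed as inactive show a strong effect at the top dose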
#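 Yeast FUS proteinopathy model; galactose-induced FUS (2%), starting OD 0.005. Cpds in dilution series, 24hr, 30C, 99% humidity. Abs 600 nm growth. Pos ctrl CP55940 (top 92uM final); neg ctrl DMSO.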
# PI5P4K alpha inh = qHTS for Inhibitors of phosphatidylinositol 5-phosphate 4-kinase (PI5P4K). PI5P4Kalpha enzyme, ADP-Glo luminescence, 60 min; hits give low values. Phosphatidylinositol 5-phosphate 4-kinase type-2 alpha (Homo sapiens), P48426. max response, %. 330,000 tested, 1.2% active; active = max response of -50% or lower; inconclusive = between -30% and -50%; inactive = -30% or higher; also: value at the top dose of about 77 µM; % is scaled to controls: 0 for no effect and ±100 for the full control effect
# Target sequence (P48426 whole entry, looked up): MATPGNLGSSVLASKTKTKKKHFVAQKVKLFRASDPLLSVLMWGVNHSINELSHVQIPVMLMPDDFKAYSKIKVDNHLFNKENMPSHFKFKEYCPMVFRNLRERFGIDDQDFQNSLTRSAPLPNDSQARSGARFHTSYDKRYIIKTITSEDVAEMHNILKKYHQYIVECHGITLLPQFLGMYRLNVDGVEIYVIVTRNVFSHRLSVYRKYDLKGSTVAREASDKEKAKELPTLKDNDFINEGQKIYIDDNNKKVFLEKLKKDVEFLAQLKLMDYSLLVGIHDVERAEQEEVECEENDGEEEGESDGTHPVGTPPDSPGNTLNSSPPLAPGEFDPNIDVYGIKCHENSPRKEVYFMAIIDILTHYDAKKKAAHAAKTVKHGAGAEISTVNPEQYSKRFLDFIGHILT
#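 Reactions run in 0.038 M HEPES pH 7.4, 0.28 mM EGTA, 0.1% CHAPS and 5% DMSO, with PI5P4Kalpha, substrate, compound and 5 microM ATP final, one hour at room temperature. Readout is ADP-Glo luminescence.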
# WRN inhibitor = qHTS for Inhibitors of WRN Helicase; 360,000 tested, 0.46% active; Potency, µM (titrated, usually from 114 µM), for inactives: at the highest dose activity change, negative = inhibition, usual class: inhibitors; WRN helicase unwinding, fluorescent forked duplex, kinetic; AID 651768, 2012; also: potency is read from the fitted curve at half-maximal effect; % is scaled to controls: 0 for no effect and ±100 for the full control effect; nearly all actives have a fitted effect of over 55% in size
#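 Fluorescence dequenching readout, ex 525 nm/em 598 nm, kinetic mode: forked duplex DNA (100 nM final) with adjacent fluorophore and quencher unwound by WRN (20 nM final) with 2 mM ATP. Compound preincubation 15 min, room temperature.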
# Abeta yeast res = qHTS for compounds that reverse cellular toxicity of Amyloid beta (A-beta) peptide in yeast: Primary Screen. AID 1347071, 2019. yeast expressing A-beta42, growth rescue, OD600, 48 h; response scale: 0% DMSO, 100% iron-clioquinol control. 410,000 tested, 0.063% active. Potency, µM (titrated, usually from 46.1 µM), inactives show at the highest dose growth rescue, actives largely listed as activators; also: potency is read from the fitted curve at half-maximal effect; nearly all actives have a fitted effect of over 55% in size
#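 Yeast growth medium received pinned compounds, then yeast cells expressing toxic A-beta were added; plates incubated at 30 C for 48 hr. Growth read as absorbance at 600 nm, normalized to DMSO and equimolar FeCl3 plus clioquinol controls.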
# EPAC1 antag = qHTS for Antagonist of cAMP-regulated guanine nucleotide exchange factor 3 (EPAC1): primary screen | Rap guanine nucleotide exchange factor 3 (Homo sapiens), O95398 | EPAC1 GEF assay, Rap1b-BODIPY-GDP exchange fluorescence | Potency, µM (titrated, usually from 115 µM), without a hit: at the highest dose activity change, negative = inhibition, usual class: inhibitors | 360,000 tested, 0.14% active;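 also: potency is read from the fitted curve at half-maximal effect; plate controls were vehicle for no effect and positive control for full effect; nearly all actives have a fitted effect of over 50% in size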
# EPAC1 ag = qHTS for Agonist of cAMP-regulated guanine nucleotide exchange factor 3 (EPAC1): primary screen; EPAC1 agonist qHTS, biochemical assay; response scale: 100% = response to 6.5 mM cAMP; Potency, µM (top dose mostly 154 µM), for the others: top-dose activation, hits mostly activators; 360,000 tested, 0.073% active; AID 720707, 2013; also: potency is read from the fitted curve at half-maximal effect; nearly all actives have a fitted effect of over 60% in size
#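 Nucleotide exchange assay: 100 nM EPAC1 with 250 nM Rap1B loaded with BODIPY-GDP and 50 uM GDP, room temperature. Fluorescence (480/540 nm) read every 5 min for 30 min; signal change normalized to 6.5 mM cAMP as full agonist.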
# * marks the source's active call; other numbers are inactive results; ? = inconclusive; · = not tested or not shown; & = joins results of further samples; [ ] = dose if it differs, or a comment. Unless noted, calls follow the shape of the dose curve; as a rule, active = well fitted curve in the direction sought with a large enough effect; inconclusive = small, poorly fitted or top-dose-only effect, or another doubt; inactive = no such curve, though single readings can be large; an effect the other way counts as inactive or inconclusive.
# Values in the order: IL2 activator	PLK1 PBD inh	FUS suppressor	PI5P4K alpha inh	WRN inhibitor	Abeta yeast res	EPAC1 antag	EPAC1 ag
COC(=O)c1ccc2nc(-c3ccc(F)cc3)c(Cc3ccccc3C(F)(F)F)n2c1
 : 0.2	2%	-8%	-1	2%	-5%	-14%	-13%
O=S(=O)(c1ccccc1)C(Br)S(=O)(=O)c1ccccc1
 : 0.2	-8%	-26%	8	-3%	-12%	-4%	16%
Cc1cccc(-c2ncc(CN3CCN(CCC(C)C)C(CCO)C3)cn2)c1 (stereo unspecified)
 : 2.8	-5%	-3%	4	8%	2%	5%	-3%
CCCOc1ccccc1N/C(=N/c1nc(C)cc(C)n1)NC(=O)COc1ccc(OC)cc1
 : 1.8	-11%	?	6	-31%	-29%	0%	0%
O=C(NCCCN1CCCC1=O)c1cc2ccccc2o1
 : 0.9	-10%	-21%	2	5%	17%	2%	-6%
COc1ccc([C@H]2CC(=O)C=C(c3cccc(Cl)c3)C2)cc1OC
 : -0.3	-1%	33%	-8	4%	2%	8%	-10%
COc1ccccc1-c1c(C)nn2c(N3CCN(c4ccccc4OC)CC3)cc(C)nc12
 : -0.2	21µM*	-19%	-4	0%	-10%	-20%	-1%
COc1ccccc1CNS(=O)(=O)c1ccc2c(c1)CC(C)N2C(=O)C1CCC1 (stereo unspecified)
 : -0.6	6%	18%&43%	-1	-11%	2%&8%	-11%	-2%
Cc1c(C)c2ccc(OCC(=O)Nc3ccc(S(N)(=O)=O)cc3)c(C)c2oc1=O
 : -1.6	0%	25%	-3	-14%[57.1 µM]	5%	71µM*	-3%
CC(C)Cc1nccs1
 : 2.5	0%	-35%	4	5%	8%	3%	-17%
O=C(O)c1ccc(S(=O)(=O)c2ccc3c(c2)C(=O)N(c2ccc(Br)cc2)C3=O)cc1
 : -0.2	-6%	4%	-13	-17%	-9%	4%	-5%
COc1ccc(N2CCC(CNS(=O)(=O)c3cccc(C(F)(F)F)c3)C2)cc1 (stereo unspecified)
 : -0.1	-10%	18%	3	-1%	4%	-2%	21%
COc1ccc(/C=N/Nc2nc(C)nc(N)n2)cc1
 : -4.2	0%	5%	-4	7%	-13%	6%	0%
CN1CCN(C(=O)c2ccc3c(c2)N(Cc2ccc(F)cc2)C(=O)c2ccccc2S3=O)CC1 (stereo unspecified)
 : -3.6	-6%	-23%&-4%	5	-6%	4%&0%	10%	0%
Cn1c(=O)n(CCOc2ccc(Cl)cc2Cl)c2ccccc21
 : -0.9	-3%	12%	20	1%	14%	-7%	5%
Cc1cc(NC(=O)Nc2ccccc2[N+](=O)[O-])no1
 : -0.4	11µM*	29%	-56*	?	-25%	-27%	4%
C=CCN(C(=O)COC(=O)c1cc[n+]([O-])cc1)c1nc(-c2ccccc2)cs1
 : 0.4	-2%	34%	-2	4%	-15%	-13%	0%
CC(C)(C)C(=O)/C=c1\s/c(=C\c2ccc(-c3ccc([N+](=O)[O-])cc3)o2)c(=O)n1CC(=O)NC(N)=O
 : 164*	38%[activator]	19%	?	-25%	-6%	19%	-8%
O=C(NCc1ccc(Cl)cc1Cl)C1CC(=O)N(Cc2ccccc2)C1 (stereo unspecified)
 : -0.5	-2%	12%	10	2%	3%	-3%	9%
CC(C)(C)c1ccc(/C=C/C(=O)N2CCc3ccccc3C2)cc1
 : 2.5	-14%	23%	·	-20%	-10%	-21%	15%
CCOC(=O)C1CCCN(C(=O)c2cc3cc(F)ccc3[nH]2)C1 (stereo unspecified)
 : -0.6	-3%	10%	1	7%	2%	-1%	3%
CC(=O)N/N=C/c1cc(C(C)(C)C)cc(/C=N/NC(C)=O)c1O
 : 2.0	21µM*	22%	4	-1%	-31%[inhibitor]	-16%	11%
O=C1NCCN(Cc2ccoc2)C1CC(=O)N(Cc1ccccc1)CC1CCC1 (stereo unspecified)
 : 0.8	-20%	11%	-9	6%	2%	?	-6%
Cc1ccc(CSCCNC(=O)/C=C/c2ccc(Cl)cc2)cc1
 : -1.2	-12%	8%	5	0%	8%	2%	11%
CCCC(=O)N1CCC1(C)C(=O)Nc1ccc(OC(F)F)cc1 (stereo unspecified)
 : 1.2	0%	-18%	4	5%	-5%	-3%	6%
O=C(NC1CCCCC1)N(c1ccccc1)c1nnc(-c2cccc([N+](=O)[O-])c2)s1
 : -3.6	?	21%	3	8%	8%	5%	6%
O=C(Cn1cnc2cc([N+](=O)[O-])ccc2c1=O)N(Cc1ccccc1)C1CCS(=O)(=O)C1 (stereo unspecified)
 : 1.8	-6%	26%	-7	-1%	17%	2%	-5%
CCc1cc2c(=O)nc3n(c2s1)Cc1ccccc1/C3=C(/O)c1ccccc1Cl
 : -6.6	-12%	·	-11	-23%	-9%	-5%	-9%
CCc1ccc(NC(=O)c2ccc(NC(=O)C3CCCO3)cc2)cc1 (stereo unspecified)
 : -3.0	-5%	17%	-1	4%	4%	9%	3%
C[C@H](NC(=O)CCC1CCC(=O)N1)c1ccccc1 (stereo partly specified)
 : 1.8	·	-23%	·	·	-7%	25%	-21%
Cc1ccc(CSCc2ccc(C(=O)NCCC(C)C)o2)cc1
 : 0.1	4%	22%	5	-9%	-15%	-11%	-4%
CC(C)C(=O)NC(NC1CCS(=O)(=O)C1)C(Cl)(Cl)Cl (stereo unspecified)
 : 1.5	-1%	5%	2	-3%	17%	-24%	0%
CC(=O)Nc1nc(C)c(S(N)(=O)=O)s1
 : -0.2	-6%	·	5	-30%	1%	13%	5%
CC(=O)NNC(=O)c1ccncc1
 : -0.7	-1%	22%	·	-15%	-13%	18%	-2%
Cc1ccc(-c2nc3ncccc3o2)cc1NC(=O)C(C)C
 : -1.5	-5%	-10%	-4	7%	1%	0%	4%
CC1CN(C(=O)c2cc(F)c(F)cc2Cl)CC(C)O1 (stereo unspecified)
 : 1.7	-7%	-9%	·	5%	19%	9%	6%
Cc1cccc(CS(=O)(=O)Cc2ccc(C(=O)NCc3cccs3)o2)c1
 : -2.2	4%	1%	-2	-7%	-8%	-2%	0%
O=C(NCc1ccccc1)C(=O)NCC(c1ccco1)N1CCN(c2ccccc2F)CC1 (stereo unspecified)
 : -0.6	-17%	-21%	10	0%	5%	-8%	10%
CC(=O)c1cccc(-c2ccnc3c2CC(C(=O)Nc2ccccc2)O3)c1 (stereo unspecified)
 : 0.0	-5%	15%	-15	-2%[57.1 µM]	-11%	-20%	-18%
CCN(CC)c1ccc2c(O)cc(=O)oc2c1
 : 3.9	0%	15%	-23	-23%	8%	-15%	2%
CCN1CCN(CCCNC(=O)c2cc3c(s2)-c2ccccc2OC3)CC1
 : -3.1	-3%	5%&4%	18	17%	-2%&-26%	-3%	-12%
Cc1ccccc1-c1cc2nc(NCc3ccccc3)n(C)c(=O)c2s1
 : -0.5	-16%	28µM*	30	-3%	10%	-13%	-6%
O=C(CSc1nnc(-c2ccccn2)o1)Nc1ccccc1C(F)(F)F
 : 2.2	-28%	-5%	-2	16%	2%	-3%	7%
O=C(N/N=C/c1cc(Br)c(Br)o1)c1ccc2c(c1)OCCO2
 : -0.6	-10%	10%	-57*	?	-30%	-28%	-4%
COc1ccc(C(=O)NCCC(C)C)cc1S(=O)(=O)N1CCOCC1
 : 3.0	-5%	35%	·	-2%	3%	14%	5%
COCCCn1c(SCC(=O)N2CC(=O)Nc3ccccc32)nnc1-c1ccoc1C
 : -0.8	-5%	2%	2	1%	0%	1%	12%
COc1cc(-c2nnc3n2N=C(c2ccccc2)CS3)cc(OC)c1OC
 : 9.8	2%	18%	6	-18%	-9%	-1%	3%
C=CCN1C=C(C(C)=O)C(=O)CC1
 : -0.1	-1%	-23%	2	7%	-6%	4%	-6%
COc1ccc(C2=NN(C(=O)CSc3nc(=O)n4cccc(C)c4n3)C(c3ccc(C)cc3)C2)cc1 (stereo unspecified)
 : 0.9	-6%	18%	-3	-19%	-7%	4%	-8%
Clc1nc(-c2ccccc2)cc(-c2ccc(Br)cc2)n1
 : 1.9	1%	25%	·	-8%	-16%	-8%	12%
Cc1nn(C)c(C)c1/C=N/NC(=O)CCn1nc(C)c([N+](=O)[O-])c1C
 : 0.1	-15%	·	-5	7%	-1%	-3%	3%
COC(=O)CCn1nc(-c2ccc(Cl)cc2)c2ccccc2c1=O
 : -2.8	-10%	1%	2	5%	-15%	-2%	13%
Oc1ccc(-c2nc3ccccn3c2NCc2ccco2)cc1
 : -0.3	-8%	3%	4	-7%	-10%	20%	13%
COc1ccc(N/C(=N/c2nc(C)cc(C)n2)NC(=O)c2ccccc2)cc1
 : -0.2	-9%	-13%	9	-2%	8%	6%	9%
O=C(OCC(=O)N1c2ccccc2Sc2ccccc21)c1cccnc1
 : 2.3	-8%	3%	1	2%	3%	-6%	11%
O=C(NNC(=O)C1C2C=CC(C2)C1C(=O)O)c1ccccc1 (stereo unspecified)
 : 0.0	-7%	-13%	-11	7%	-1%	-4%	0%
O=C(Nc1ccc2c(c1)OCCO2)C1CCN(S(=O)(=O)c2cccc3nsnc23)CC1
 : 4.5	-1%	7%	0	-9%	9%	-2%	-2%
Cc1cccc(N(CC(=O)Nc2ccc(F)cc2)S(C)(=O)=O)c1
 : -0.7	-8%	31%	4	4%	-16%	-13%	1%
O=C(CCSCc1cccc(Cl)c1)NCCc1ccccc1
 : -3.3	3%	5%	0	-5%	-31%[inhibitor]	-20%	2%
CCCCC1=CC2=C(c3ccco3)C(=O)C(C)(OC(=O)c3ccc(OC)cc3)C(=O)C2=CN1CCN1CCOCC1 (stereo unspecified)
 : -0.3	-8%	?	-17	-3%	-12%	9%	15%

# High-throughput results (PubChem)
